CRFR2-BP antag: CRF-BP/CRF-R2 complex antagonism. HEK293 CRF-R2/CRF-BP, CRF-induced calcium fluorescence. inhibition, % at 11.8 µM. hit rate 0.59% among 350,000;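 active = inhibition of the ligand-induced calcium signal above about 50% at the single tested concentration, limit read from the data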
pCIP destab: p/CIP protein destabilization | Q05BA5 | F442A p/CIP-EGFP cells, EGFP fluorescence, 16 h | decrease of EGFP signal, % at 10 µM | hit rate 0.01% among 290,000 | AID 1984;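 active = EGFP signal decrease of at least 30% at 10 µM or well 3 SD below plate mean, unless failing retest; inactive = the rest, including hits failing retest or dose response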; also: some compounds called inactive have numbers as strong as hits; many of its hits are not listed in these tables
IMP-1 inh: blocks Pseudomonas aeruginosa IMP-1 metallo-beta-lactamase; purified IMP-1, nitrocefin hydrolysis, epi-absorbance fluorescence; inhibition, % at 5.6 µM; hit rate 0.45% among 290,000; AID 1556;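 active = inhibition above the mean plus 3 SD of all compounds in the same screening run, cut at about 4.5% in these data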;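 also: 0% = IMP-1 with DMSO and 100% = DMSO wells lacking enzyme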
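System: purified recombinant IMP-1 beta-lactamase. Medium: Zinc- and detergent-supplemented HEPES buffer, pH 7.1. Compound: one 5.6 µM dose […]. Schedule: 15 min preincubation plus 25 min reaction at 25 °C. Technique: Epi-absorbance fluorescence, 480 nm excitation, 530 nm emission.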
HCV NS3 hel inh: blocks Hepatitis C virus NS3 helicase unwinding. NS3 helicase DNA unwinding, Cy5 molecular beacon fluorescence. inhibition, % at 10.9 µM. hit rate 0.56% among 290,000. AID 1800;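 active = inhibition above the mean of all tested compounds plus 3 SD, set per campaign, cut at about 35% in these data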;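 also: 0% = DMSO wells and 100% = thioflavine S control wells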
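Material: hepatitis C virus NS3 helicase domain fragment enzyme; measured by: Cy5 fluorescence, 0 and 60 min reads; control set: DMSO and thioflavine S; incubation: 60 min unwinding reaction at 25 °C after ATP addition; read-out basis: % inhibition from 60/0 min fluorescence ratio, DMSO 0%, thioflavine S 100%; repeats: singlicate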
VIM-2 inh: blocks Pseudomonas aeruginosa VIM-2 metallo-beta-lactamase. hit rate 0.89% among 290,000. inhibition, % at 5.6 µM. purified VIM-2, nitrocefin hydrolysis, epi-absorbance fluorescence;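 active = inhibition above the mean of all tested compounds plus 3 SD, cutoff set per screening run, cut at about 7.5% in these data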;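 also: red hydrolysis product quenches plate fluorescence so inhibitors raise well fluorescence; 0% = enzyme with DMSO and 100% = DMSO without enzyme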
IDE cell inh: inhibits human insulin-degrading enzyme in HEK cells; AID 434962; P14735; inhibition, % at 5.59 µM; FAbetaB cleavage, fluorescence polarization; hit rate 0.41% among 320,000;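 active = percent inhibition above the average of all tested compounds plus 3 SD, set per screening campaign, cut at about 16% in these data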;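 also: IDE supplied by intact live HEK cells; FP after avidin binding of uncleaved biotin substrate so inhibition keeps polarization high; 0% = DMSO wells and 100% = 60 µM reference IDE inhibitor Ii1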
IDE act: boosts human insulin-degrading enzyme activity in HEK cells | P14735 | FAbeta-B cleavage, fluorescence polarization; 0% vehicle, 100% cell-free pure enzyme wells | activation, % at 5.96 µM | hit rate 0.073% among 340,000;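 active = activation above the mean of all tested compounds plus 3 SD, set per screening campaign, cut at about 17% in these data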
UBC9 SUMO inh: inhibitors of human SUMOylation (UBC9); hit rate 0.36% among 290,000; P63279; inhibition, % at 35 µM; HTRF SUMOylation assay, SAE1/SAE2 + UBC9, in vitro; AID 2006; in the data active = inhibition above about 50%, passing the limit was not always enough; also: strong numbers were not always called active
Target sequence (P63279 whole entry, looked up): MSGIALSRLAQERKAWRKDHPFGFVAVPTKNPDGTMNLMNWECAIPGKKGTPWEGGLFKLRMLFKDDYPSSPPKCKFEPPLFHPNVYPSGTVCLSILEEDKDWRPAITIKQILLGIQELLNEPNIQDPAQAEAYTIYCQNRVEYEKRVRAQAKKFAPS
GalR3 antag: antagonists of human GalR3; inhibition, % at 3 µM; hit rate 0.44% among 360,000; O60755; AID 651719; HEK293 GalR3-CNG cAMP membrane potential fluorescence; galR3 body fused to GalR1 C-terminus;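 active = inhibition above the screen-wide average plus 3 SD, cut at about 13% in these data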;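 also: forskolin and galanin both at EC90 stimulate the cells; cAMP rise reported by CNG channel membrane potential dye signal; 0% = forskolin plus galanin with DMSO and 100% = forskolin alone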
Target sequence (O60755 1-299 limits assumed): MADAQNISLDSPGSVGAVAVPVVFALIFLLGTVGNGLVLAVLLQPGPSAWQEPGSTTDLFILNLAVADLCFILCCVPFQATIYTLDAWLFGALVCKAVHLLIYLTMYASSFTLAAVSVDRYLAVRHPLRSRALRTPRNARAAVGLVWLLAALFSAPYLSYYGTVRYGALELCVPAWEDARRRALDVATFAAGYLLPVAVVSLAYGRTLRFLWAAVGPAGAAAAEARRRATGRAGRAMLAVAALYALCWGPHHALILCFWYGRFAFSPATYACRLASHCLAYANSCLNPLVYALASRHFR
An asterisk follows results filed as active; · = not tested or not shown.

SMILES	CRFR2-BP antag	pCIP destab	IMP-1 inh	HCV NS3 hel inh	VIM-2 inh	IDE cell inh	IDE act	UBC9 SUMO inh	GalR3 antag
CCOc1ccc(C(C)(N)C(=O)O)cc1 (stereo unspecified)	-7	3	-2.8	3	-2.3	7	-2	13	-3
Cc1ccc(C(=O)/C=C/c2ccc3ncccc3c2)cc1	1	-3	-2.8	-13	-0.2	-1	-2	9	0
COCCCN(C(=S)NC(=O)C(C)(C)C)c1c(N)n(Cc2ccccc2)c(=O)[nH]c1=O	-5	2	-1.5	-1	-2.9	5	5	21	7
CCc1cccc(NC(=O)CCS(=O)(=O)c2ccc3c(c2)NC(=O)CO3)c1	-8	4	-4.3	0	-0.1	-1	-5	12	-5
Cn1c(SCC(=O)c2ccccc2)nc2cccnc21	11	3	-5.7	8	0.8	0	-4	7	-3
O=C(Nc1ccccc1)C1=C[C@@H](c2ccc3c(c2)OCO3)C[C@@H](OCCCCO)O1	4	·	·	·	·	-1	4	·	-3
Cc1cc(C)c(NC(=O)CSc2nnc(Cc3cccn3C)n2-c2ccc(F)cc2)c(C)c1	1	5	-0.1	15	-2.6	4	3	-6	-7
O=S(=O)(Nc1ccc(Cl)cc1)c1ccc(N2CCOCC2)c(NC(=S)NC2CC2)c1	-5	-4	-2.5	-7	0.1	-3	1	18	-10
O=C(NNC(=O)c1c(F)cccc1F)c1sccc1-n1cccc1	4	18	-2.5	14	-7.7	-3	6	-3	-6
CC(=O)c1cccc(NC(=O)COC(=O)COc2ccc(Cl)cc2)c1	26	-6	-1.8	0	-1.1	1	-4	9	2
COC(=O)[C@@H]1CCCN1C(=O)[C@@H](NC(=O)OC(C)(C)C)C(C)C	-5	·	·	·	·	1	2	·	6
COc1ccc(CN2CCCC(N3CCN(c4cccc(Cl)c4)CC3)C2)cc1OC (stereo unspecified)	4	-15	-3.7	-22	-3.3	·	7	3	-2
Cc1ccc(S(=O)(=O)N(C)C)cc1NC(=O)CSc1ccc2c(c1)OCCO2	9	·	·	·	·	1	0	·	-2
CN(CC(=O)Nc1ccc(Cl)c(C(F)(F)F)c1)C(=O)c1cc(-c2ccncc2)nc2ccccc12	-9	·	·	·	·	10	-2	·	0
N=C1C(c2ccccc2)=C(O)CN1CCO	10	-3	-2.7	6	-2.8	0	6	12	-4
O=C(Nc1ccc(-c2n[nH]c(=S)o2)cc1)c1ccccc1	-1	9	-3.2	-2	-4.8	2	1	1	-10
Clc1ccccc1CSC1=NCCN1	3	4	-0.6	6	-1.6	-1	2	-7	-1
O=C(Cc1ccc([N+](=O)[O-])cc1)NNC(=O)c1ccc2c(c1)OCO2	0	-11	-2.2	0	-3.1	·	3	3	1
O=C(COc1ccccc1)Nc1ccncc1	7	-15	-0.6	-4	-1.7	0	7	13	-1
C=CCN1C(=O)C(O)(CC(=O)c2ccccn2)c2ccccc21 (stereo unspecified)	-4	1	-3.0	-6	-1.1	0	-1	5	-3

One compound at a time (already shown). Order of screens: CRFR2-BP antag, pCIP destab, IMP-1 inh, HCV NS3 hel inh, VIM-2 inh, IDE cell inh, IDE act, UBC9 SUMO inh, GalR3 antag
Results for O=C(Cc1ccc([N+](=O)[O-])cc1)NNC(=O)c1ccc2c(c1)OCO2 = 0, -11, -2.2, 0, -3.1, ·, 3, 3, 1
Results for O=C(COc1ccccc1)Nc1ccncc1 = 7, -15, -0.6, -4, -1.7, 0, 7, 13, -1
Results for Clc1ccccc1CSC1=NCCN1 = 3, 4, -0.6, 6, -1.6, -1, 2, -7, -1
Results for Cc1ccc(S(=O)(=O)N(C)C)cc1NC(=O)CSc1ccc2c(c1)OCCO2 = 9, ·, ·, ·, ·, 1, 0, ·, -2
Results for C=CCN1C(=O)C(O)(CC(=O)c2ccccn2)c2ccccc21 (stereo unspecified) = -4, 1, -3.0, -6, -1.1, 0, -1, 5, -3

Other compounds follow.
SMILES	CRFR2-BP antag	pCIP destab	IMP-1 inh	HCV NS3 hel inh	VIM-2 inh	IDE cell inh	IDE act	UBC9 SUMO inh	GalR3 antag
CC(C)OCCOc1ccc2oc(-c3ccco3)cc(=O)c2c1	12	6	-1.3	2	-1.2	-1	6	46	-6
Cc1ccc(C)c(OCCC(=O)OCC(=O)NCCNC(=O)COC(=O)CCOc2cc(C)ccc2C)c1	6	·	·	·	·	-3	7	·	-4
NS(=O)(=O)c1cccc(NC(=O)COC(=O)c2cc(Cl)ccc2[N+](=O)[O-])c1	-2	-2	-3.0	8	-1.4	1	7	20	3
Cc1c(C(=O)O)sc2nc(SCC(=O)Nc3ccc(S(=O)(=O)NCCCC(=O)O)cc3)[nH]c(=O)c12	0	1	-3.4	-21	-2.9	-2	-1	4	-1
Cc1ccc2c(c1)N(CC(=O)NCc1cccnc1)C(=O)CO2	7	3	-1.1	-7	-2.6	5	-4	19	-3
C[C@H](NC(=O)CCCOc1ccc(Cl)cc1Cl)c1nnc2ccccn12	-2	8	-5.1	9	-2.5	2	3	10	-12
CC(C)c1nnc(NC(=O)CCC(=O)NC2CCCc3ccccc32)s1 (stereo unspecified)	-4	2	-4.3	1	0.4	1	0	-6	-2
CCn1c(SCC(=O)NC2=NCCS2)nnc1C(C)NC(=O)c1ccccc1Br (stereo unspecified)	17	-1	-3.1	-7	-0.8	2	1	5	-7
O=C(O)c1ccccc1C(=O)NCc1c(Cl)cccc1Sc1ccc(Cl)cc1	9	-2	-1.4	13	1.4	1	3	2	-10
O=[N+]([O-])c1c(N2CCN(CCO)CC2)nc2ccccn12	2	0	-1.3	5	-0.9	-2	-3	27	-10
Cc1cc(NC(=O)CSc2nccn2-c2cccc(F)c2)no1	10	·	·	·	·	-3	1	·	-2
CC(C)(C)C(Cn1ccnc1)NC(=O)c1ccc2nc(C3CC3)oc2c1 (stereo unspecified)	4	0	-3.2	-5	0.4	0	2	-1	-4
COc1ccc(C(O)c2nccn2Cc2ccccc2)cc1OC (stereo unspecified)	6	6	-1.9	3	-0.1	6	2	-25	-5
CCCCNC(=O)Cn1c(-c2ccc(OC)cc2)noc1=O	20	0	-2.9	19	-3.9	-3	12	21	3
CCC(=O)Nc1c2c(nn1-c1cccc(Cl)c1)CS(=O)(=O)C2	-2	-2	-2.9	4	-2.4	2	6	-1	-1
CC(=O)C1=C(NC(=O)c2ccc(C(F)(F)F)cc2)C[C@@H]2[C@H]1C2(C)C	7	1	-2.3	3	-2.5	4	2	11	-6
CCOC(=O)C(=O)c1c(C)cc2ccccn12	-7	-4	-3.9	10	-0.8	·	-3	-1	-5
CCOC(=O)c1c(Cl)c(C)nn1-c1nc(OC)cc(OC)n1	10	4	-1.9	7	-1.8	3	7	-3	-2
Cc1nc2ccc(C(=O)N3CCN(Cc4ccccc4)CC3)cc2[nH]1	-5	5	-2.3	14	-0.7	4	1	2	-2
O=C(NNC(=O)C1CC=CCC1C(=O)O)c1ccc(Cl)cc1 (stereo unspecified)	3	-3	-2.0	3	-3.5	4	5	-4	1
O=C(COc1ccc([N+](=O)[O-])cc1)NCc1ccccc1	21	-6	0.3	-4	-2.4	2	4	29	-6
Cn1nc(C(F)(F)F)cc1Oc1ncc(C(F)(F)F)cc1Cl	3	-1	-2.9	-4	-2.6	-2	3	21	-5
CCc1ccc(C(=O)COC(=O)c2nn(C)c(=O)c3ccccc23)cc1	2	10	-1.0	-14	0.9	-1	6	5	-4
CC(C)c1ccc(N2C(=O)CC(Sc3ncccn3)C2=O)cc1 (stereo unspecified)	-16	-7	-3.3	-2	-0.9	·	-5	8	-10
O=C(COc1ccccc1Br)N1CCN(C(=O)c2cccs2)CC1	-13	·	·	·	·	-2	1	·	4
O=C(NCCC1=CCCCC1)c1cc2c(s1)CS(=O)(=O)C2	-15	10	-2.9	-2	-1.5	2	3	-28	-3
c1ccc(OCc2nn3c(-c4ccco4)nnc3s2)cc1	0	-4	-1.9	-15	0.2	3	1	-4	-3
O=C(Nc1cc(C(F)(F)F)ccc1N1CCOCC1)c1n[nH]c(=O)c2ccccc12	-26	-8	-1.3	4	0.3	1	5	11	-4
CC(NC(=O)COc1ccc([N+](=O)[O-])cc1)c1ccccc1 (stereo unspecified)	7	-13	-1.3	-1	-1.1	1	2	15	1
Cc1cc(NC(=O)c2n[nH]c(=O)c3ccccc23)ccc1Br	7	-4	-3.2	0	-2.5	6	·	27	-5
COc1cc(COCC(O)CN2C(C)CCCC2C)cc(OC)c1OC (stereo unspecified)	6	-2	-2.7	5	-1.1	0	2	6	-13
CCCCNCCOCCSc1ccc(Cl)cc1	8	-10	0.0	-7	0.5	3	1	12	-7
CC(=O)c1ccc(C(=O)N2CCc3c([nH]c4ccccc34)C2c2ccccn2)s1 (stereo unspecified)	-34	-8	-1.7	3	-3.8	8	-4	-4	0
Cc1ccccc1Cn1cnc2c([N+](=O)[O-])c(C)c(C)cc21	5	-17	-1.6	-4	-3.0	8	1	1	-4
Cn1c(=O)cc(SCC(=O)NCCC2=CCCCC2)c2ccc(Cl)cc21	0	-10	-1.8	4	-2.0	2	-1	17	-8
CC1CCN(C(=O)Cn2cc([N+](=O)[O-])ccc2=O)c2ccccc2S1 (stereo unspecified)	-10	·	·	·	·	3	1	·	-8
Cc1cc(NC(=O)CN(C)CC(=O)Nc2ccc(Cl)c(C(F)(F)F)c2)no1	-3	·	·	·	·	3	3	·	-4
Cc1cc(C(=O)CN2C(=O)c3ccccc3S2(=O)=O)c(C)n1C(C)C	-5	·	·	·	·	-1	5	·	-1
CC(C)CCN1CCN(C2CCN(c3ccc4c(c3)OCO4)CC2)CC1CCO (stereo unspecified)	-1	-6	-3.3	-9	-2.4	3	-3	15	-1
O=C(NCCCCc1ccccc1)Nc1ccc(F)cc1	16	7	-3.6	-2	-0.5	0	2	4	0
O=C(Nc1ccc(F)cc1)c1cccnc1N1CCCCC1	-24	-6	-5.9	-5	-3.1	-1	-5	5	-5
Cc1ccc(-c2n[nH]c(=S)n2/N=C/c2cccs2)cc1	6	4	-2.5	5	1.6	-3	-4	-16	-6
O=C(NC(=S)N1CCN(c2ccc(F)cc2)CC1)C12CC3CC(CC(C3)C1)C2	-81	-2	-1.6	3	-5.0	2	10	22	-5
C=CCNC(=S)NNC(=O)COc1ccc(Cl)cc1Cl	-17	-9	-0.4	-1	-1.0	0	-20	-1	-6
Cc1ccc(C)c(C(=O)C(C)OC(=O)CN2C(=O)NC3(CC(C)CC(C)(C)C3)C2=O)c1 (stereo unspecified)	-25	-18	-2.4	-15	-0.9	0	1	-12	-2
COc1ccccc1N1CCN(Cc2nc3ccccc3[nH]2)CC1	-3	-6	-3.1	-5	-1.9	-5	-4	5	-8
CC(C)[C@H](NC(=O)C1CC(=O)N(c2ccc(F)cc2)C1)C(=O)N1CCCCC1 (stereo partly specified)	5	5	-3.1	1	-1.1	1	3	-4	-4
CCOc1ccc(NC(=S)N(CCN2CCOCC2)Cc2ccc3c(c2)CCCN3CC)cc1	17	8	-3.9	-53	-2.9	3	4	0	-8
CCCCn1c(SCC(=O)c2ccc3c(c2)OCCO3)nnc1-c1ccoc1C	6	-7	-3.4	-1	-1.5	5	1	23	-5

From PubChem BioAssay
